# Compound activity deposited in PubChem by NCI.
# All columns: NCI-60 one-dose screen, growth in % after 48 h at 10 µM unless noted; 100 = growth as untreated, 0 = no growth, -100 = all killed.
# SNB-19 – SNB-19 CNS cancer cells; actives 2.5% (n = 81,000); AID 1794751
# HCC-2998 – HCC-2998 colon cancer; actives 4.7% (n = 79,000)
# SF-539 – SF-539 CNS cancer | actives 6.8% (n = 81,000)
# HCT-15 – HCT-15 colon cancer; actives 5.2% (n = 82,000); AID 1794746
# KM12 – KM12 colon cancer cells | actives 5% (n = 82,000) | AID 1794800
# SF-295 – SF-295 CNS cancer cells | actives 5.6% (n = 79,000) | AID 1794758
# SW-620 – SW-620 colon cancer; AID 1794795; actives 5.2% (n = 82,000)
# SNB-75 – SNB-75 CNS cancer. actives 5% (n = 79,000). AID 1794750
# HCT-116 – HCT-116 colon cancer; actives 7.3% (n = 82,000); AID 1794798
# The depositor's hits bear a star; . = no result given; & = joins results of further samples; [ ] = dose if it differs, or a comment. The calls were made as follows: active = growth percent below 10; inactive = the rest. Hits appear at their usual frequency. Share with any hit: about 11%.
SMILES,SNB-19,HCC-2998,SF-539,HCT-15,KM12,SF-295,SW-620,SNB-75,HCT-116
COc1ccc(C2CC(c3cccs3)=NN2c2ccc(S(=O)(=O)NC(=O)Nc3ccc(C)cc3)cc2)cc1 (stereo not given),108,109,98,99,97,100,106,94,85
C#CCNC(=O)[C@H](Cc1ccccc1)NC(=O)[C@]12CC[C@@H](C(=C)C)[C@@H]1[C@H]1CC[C@@H]3[C@@]4(C)Cc5c([nH]c6ccccc56)C(C)(C)[C@@H]4CC[C@@]3(C)[C@]1(C)CC2,91,109,102,101,103,97,111,93,86
O=C(CCl)Nc1c[nH]c(=O)[nH]c1=O,100,112,100,105,111,102,109,110,89
COc1ccc(S(=O)(=O)c2ccc3[nH]c(=O)nc(N)c3c2)cc1,97,88,100,109,102,93,110,78,110
Cc1c(Cn2cc(COc3ccc(Br)cc3)nn2)c(C)c(Cn2cc(COc3ccc(Br)cc3)nn2)c(C)c1Cn1cc(COc2ccc(Br)cc2)nn1,90,114,96,104,100,90,85,81,92
O=C(Nc1ccccc1)c1cc(-n2cnc([N+](=O)[O-])c2)ccn1,103,127,104,100,98,125,108,101,97
Cn1c(=O)cc(N2CCC[C@@H](N)C2)n(Cc2cc(F)ccc2C#N)c1=O,89,104,120,107,113,98,98,.,95
CCOCCOC(=O)Nc1c(Cl)cccc1Cl,93,102,103,96,100,108,103,104,110
COC(=O)/C=C1\S/C(=N\NC(=O)c2cc3ccc2/C=C\c2ccc(cc2)/C=C\3)N(c2ccccc2)C1=O,40,3.6*,-22*,0.3*,8.5*,63,7.4*,46,4.0*
Cc1c(C(=O)NC(Cc2ccccc2)C(O)C(=O)NCc2ccccn2)[nH]c2ccccc2c1=O (stereo not given),99,116,103,103,106,100,115,102,105
C=C(c1ccc(OC)c(N)c1)c1cc(C)nc2ccccc12,10,11,-34*,3.5*,11,6.8*,18,21,8.5*
CCOC(=O)CC1CSC(N/N=C/c2cccc([N+](=O)[O-])c2)=N1 (stereo not given),104,105,103,103,99,104,102,79,100
COc1ccccc1C(=O)Nc1cccc2c1C(=O)C(=O)C=C2,106,122,103,94,99,99,94,70,99
COc1cc(NC(=O)CSc2nc3ccccc3c(=O)n2CCc2ccccn2)cc(OC)c1OC,96,111,103,103,107,87,103,88,99
Cc1ccc(S(=O)(=O)N(CCC(=N)N)C(C)C)cc1,108,114,102,106,103,74,109,89,101
O=C1NCC(Nc2ccccc2Cl)C(=O)N1 (stereo not given),102,94,96,95,106,96,103,88,106
Cc1ccc2oc(=O)cc(COc3ccc(OCc4ccccc4)cc3)c2c1,99,102,104,99,100,97,95,94,83
CCC(CC)COC(=O)c1ccc(Cl)cc1,110,103,106,110,100,107,109,102,106
NNC(=O)CN1C(=O)NC2NC(=O)NC21 (stereo not given),101,111,97,105,105,100,102,98,107
CC(C)(C)n1cc(-c2ccnc(NCCNS(=O)(=O)c3ccc(Cl)cc3)c2)c(-c2cccc(F)c2)n1,96,107,87,77,96,88,95,92,83
N[C@@H](COP(=O)(O)O)C(=O)O,102,99,97,104,105,102,.,98,101
CCc1cc2c(cc1Cl)nc1c(=O)[nH]c(=O)nc-1n2CCOCC(C)C,85,80,79,47,74,60,70,93,38
Oc1ccccc1/C=N\NC(=S)Nc1ccc(F)cc1,36,40,24,22,23,12,41,43,26
Cc1ccc(Nc2nc(N)nc3c2CCc2occc2-3)cc1,98,105,100,99,101,96,106,97,95
CC1=C([Se]CC(OC(=O)[C@@H](CSSC(C)(C)C)NC(=O)OC(C)(C)C)C(=O)NC(C)(C)C)C(=O)c2ccccc2C1=O (stereo not given in full),-91*,-93*,-100*,-29*,-98*,-42*,-83*,-96*,-74*

# An excerpt of these results, bar-delimited:
compound | SNB-19 | HCC-2998 | SF-539 | HCT-15 | KM12 | SF-295 | SW-620 | SNB-75 | HCT-116
O=C1NCC(Nc2ccccc2Cl)C(=O)N1 (stereo not given) | 102 | 94 | 96 | 95 | 106 | 96 | 103 | 88 | 106
Cc1ccc2oc(=O)cc(COc3ccc(OCc4ccccc4)cc3)c2c1 | 99 | 102 | 104 | 99 | 100 | 97 | 95 | 94 | 83
CCC(CC)COC(=O)c1ccc(Cl)cc1 | 110 | 103 | 106 | 110 | 100 | 107 | 109 | 102 | 106
NNC(=O)CN1C(=O)NC2NC(=O)NC21 (stereo not given) | 101 | 111 | 97 | 105 | 105 | 100 | 102 | 98 | 107
CC(C)(C)n1cc(-c2ccnc(NCCNS(=O)(=O)c3ccc(Cl)cc3)c2)c(-c2cccc(F)c2)n1 | 96 | 107 | 87 | 77 | 96 | 88 | 95 | 92 | 83
N[C@@H](COP(=O)(O)O)C(=O)O | 102 | 99 | 97 | 104 | 105 | 102 | . | 98 | 101
CCc1cc2c(cc1Cl)nc1c(=O)[nH]c(=O)nc-1n2CCOCC(C)C | 85 | 80 | 79 | 47 | 74 | 60 | 70 | 93 | 38
Oc1ccccc1/C=N\NC(=S)Nc1ccc(F)cc1 | 36 | 40 | 24 | 22 | 23 | 12 | 41 | 43 | 26
Cc1ccc(Nc2nc(N)nc3c2CCc2occc2-3)cc1 | 98 | 105 | 100 | 99 | 101 | 96 | 106 | 97 | 95
CC1=C([Se]CC(OC(=O)[C@@H](CSSC(C)(C)C)NC(=O)OC(C)(C)C)C(=O)NC(C)(C)C)C(=O)c2ccccc2C1=O (stereo not given in full) | -91* | -93* | -100* | -29* | -98* | -42* | -83* | -96* | -74*

# (more compounds)
SMILES,SNB-19,HCC-2998,SF-539,HCT-15,KM12,SF-295,SW-620,SNB-75,HCT-116
O=C1C(Br)=CC(=Nc2ccc(O)c(C(=O)O)c2)C=C1Br,116,103,97,105,103,101,114,88,91
CC(=O)N[C@H]1CCC[C@H](NC(C)=O)C1,96,108,105,100,110,103,109,103,106
O=C(NCc1ccc(Cn2c(=O)sn(-c3ccccc3)c2=O)cc1)OCc1ccc2c(Cl)cc(Cl)c(O)c2n1,62,104,97,27,78,42,85,90,68
CCOC(=O)C1C(=O)N(c2ccccc2CC)C(=O)C(C#N)=C1c1ccc(OC)c(OC)c1 (stereo not given),116,106,115,110,99,94,109,107,98
CC(=O)N[C@H]1CC[C@H]2[C@@H]3CCC4=CC(=O)CC[C@]4(C)[C@H]3CC[C@]12C,94,95,89,95,101,102,105,101,93
CCCCCCCCCCCCCCCCCCCCBr,114,124,103,114,119,110,115,108,107
C=CCNc1ncnc2sc(SC)nc12,100,.,97,105,116,129,141,95,95
Cc1nc2ccc(Br)cn2c1-c1nnc(SCc2cc(F)ccc2F)o1,97,95,85,87,99,97,98,88,98
O=C1NCC(Nc2ccc(Cl)cc2)C(=O)N1 (stereo not given),109,97,99,94,92,97,101,90,96
CCCCCCCCN1COCC(COc2ccccc2C)OC1 (stereo not given),.,115,98,105,100,100,97,111,94
COc1cc(C2=Cc3[nH][nH]c(=O)c3C(c3sc(N(C)Cc4ccccc4)nc3Cl)C2)cc(OC)c1OC (stereo not given),96,100,96,100,99,99,99,80,94
Nc1nc(C(=O)N/N=C/c2ccc(Cl)cc2)nn1-c1ccc(S(N)(=O)=O)cc1,98,98,101,106,102,104,97,89,99
CCOC(=O)c1cc(/C(=N\O)c2cc(OC)c(OC)c(OC)c2)n2cc(C)cc(C)c12,41,67,16,18,21,1.9*,13,25,-6.1*
COc1ccc(NS(=O)c2ccc(-c3ccccc3)cc2)cc1 (stereo not given),97,103,97,94,86,104,80,87,90
COC(=O)c1ccc(NC(=O)CSc2nc3ccccc3c(=O)n2-c2ccccc2)cc1,99,99,100,105,100,102,105,92,98
COc1cc2c3c(cc4c5c(ccc4c3c1OC)OCO5)N(CCN(C)C)C2=O,1.6*,-45*,-58*,-6.7*,9.0*,-17*,7.1*,-76*,-12*
N=c1n(CCN2CCCCC2)c2ccccc2n1CC(O)c1cccc(Br)c1 (stereo not given),100,111,111,102,99,78,109,105,100
c1ccc(N2CC3COc4ccccc4C3=N2)cc1 (stereo not given),102,90,118,96,92,101,99,89,100
COc1ccc(/C=C/C(=O)c2cccc(OCC(=O)O)c2)cc1OC,101,105,100,100,103,101,102,92,111
O=C1NC(=O)C2(CCCCCC2)N1,104&101,105,109&104,107&101,121&105,98,112&98,106&87,103&89
N#CC1(C#N)C(/C=N/Nc2ccccc2)C(c2ccccc2)C1(C#N)C#N (stereo not given),78,45,31,45,31,55,44,82,36
N#C/C(=C\c1ccc(-c2ccccc2)o1)c1ccccc1,94,96,99,78,97,91,90,72,80
Cc1cc[c-]cc1.Fc1c[c-]c(-c2ccccn2)c(F)c1.[Pt+2].c1ccc(P(C[PH+](c2ccccc2)c2ccccc2)c2ccccc2)cc1,18,33,21,47,18,6.9*,15,4.5*,9.8*
CCOC(=O)c1cc2c(n1Cc1cccc(OC)c1)-c1oncc1CCC2,39,52,2.1*,29,27,7.7*,24,7.5*,25
O=S(=O)(Oc1ccc(/C=N/N=c2/sc(-c3ccccc3)cn2-c2ccccc2)cc1)C(F)(F)C(F)(F)C(F)(F)C(F)(F)C(F)(F)C(F)(F)F,103,101,101,107,103,107,103,102,101

# Additional results follow:
SMILES,SNB-19,HCC-2998,SF-539,HCT-15,KM12,SF-295,SW-620,SNB-75,HCT-116
CCOC(=O)c1c(C)nc2c(c1N)/C(=C/c1ccc[nH]1)C(=O)N2Cc1ccccc1,94,104,95,91,92,89,99,93,87
CC(=O)OCC(=O)[C@@]1(O)CCC2C3CCC4=CC(=O)C=C[C@]4(C)[C@@]3(Cl)[C@@H](Cl)C[C@@]21C (stereo not given in full),96,110,92,82,96,119,106,118,97
Clc1ccccc1Nc1nc(Nc2cnc3ccccc3c2)c2[nH]cnc2n1,96,92,92,92,89,88,93,84,57
Cc1ccc(S(=O)(=O)N/N=C/c2ccco2)cc1,96,101,95,99,103,98,113,98,107
CN(C)c1nc(N)nc(Nc2ccc(Br)cc2)c1N=O,97,.,93,101,103,114,100,133,101
CN1C(=O)C2CC(O)C(SC3CC4C(=O)N(C)C(=O)C4CC3O)CC2C1=O (stereo not given),105,105,103,104,106,97,104,74,97
Fc1ccc(-c2nnc(COc3ccc(Cl)cc3Cl)o2)cc1,102,100,111,109,100,104,108,97,98
CC(=O)[C@@]1(O)[C@H](C)C[C@H]2[C@@H]3C[C@@H](F)[C@@]4(O)C[C@@H](O)CC[C@]4(C)[C@H]3CC[C@@]21C,103,106,105,102,111,116,113,99,97
COc1cc(C(=O)NNC(=O)c2cccc(OCC(=O)O)c2)cc(OC)c1OC,95,103,103,110,98,101,94,87,100
Cn1cc(-c2nn3cc(-c4ccncc4)nc3s2)c2ccccc21,91,108,83,72,93,99,101,98,62
O=S(=O)(Nc1cccc2[nH]cnc12)c1ccc(F)c(Cl)c1,83,106,87,89,92,88,96,86,90
O=C(CCN1C(=O)NC2NC(=O)NC21)NCCc1ccccc1 (stereo not given),110,109,99,105,105,104,104,101,105
CCOC(=O)C#Cc1c(C(=O)OCC)nnn1[C@@H]1O[C@H](COC)[C@@H](OC)[C@H]1OC,98,128,85,-12*,105,95,-39*,73,84
CC(C)(C)Nc1nc2c(OCCc3ccccc3)cccn2c1-c1cccc([N+](=O)[O-])c1,86,109,97,92,101,98,104,133,95
COc1ccccc1/C=N/NC(N)=O,102,95,108,106,103,108,108,98,103
O/N=C1\c2ccccc2-c2ccc(Br)cc21,104,102,98,102,115,99,119,107,114
Oc1c(Br)cc(Br)c2ccc(Cn3cc(-c4ccc(C(F)(F)F)cc4)nn3)nc12,94,117,56,25,104,105,-16*,77,0.0*
C=C1C(=O)O[C@H]2[C@H]1CC/C(COC(=O)NCCc1ccccc1OC)=C\CC[C@@]1(C)O[C@@H]21,106,.,97,102,96,98,103,86,104
C(=N/Nc1ncc(-c2cc3cc(-c4ccccc4)ccc3o2)s1)/c1c2ccccc2cc2ccccc12,98,102,99,87,96,106,102,94,97
NC(=O)[C@@H]1Cc2ccccc2CN1C(=O)c1ccc2c(c1)CCC2,98[50 µM],108[50 µM],100[50 µM],98[50 µM],108[50 µM],100[50 µM],102[50 µM],95[50 µM],89[50 µM]
COc1ccc(-c2nn(-c3ccccc3)cc2C2SCC(=O)N2c2ccc(O)cc2)cc1 (stereo not given),79,101,85,77,91,76,97,64,67
CC(=O)N(c1ccccc1)c1nc2ccccc2s1,93,101,112,106,100,109,106,77,103
COc1ccc(-c2nc(SCCCCCC(=O)NO)[nH]c(=O)c2C#N)cc1,102,113,97,109,108,108,113,116,109
COC(=O)c1ccc(CNC(=O)c2ccccc2C(=O)NCC2(CBr)OCCO2)cc1,104,114,100,110,99,100,100,102,102
CCN(CC)Cc1cc(O)c(CN(CC)CC)cc1O,96,110,109,107,102,120,97,74,99

# Next section.
SMILES,SNB-19,HCC-2998,SF-539,HCT-15,KM12,SF-295,SW-620,SNB-75,HCT-116
CCOC(=O)C(=Cc1ccccc1F)C(=O)OCC,104,110,98,87,85,111,107,83,75
COc1ccc(C=Nc2ccccc2C(=O)O)cc1OC,100,111,96,107,90,100,105,99,98
CCOC(=O)C1(C(=O)OCC)CC1,107,106,109,106,104,97,100,102,104
COc1cc(/C=C/C(=O)c2sc(N)nc2C)ccc1OCC(=O)O,103,97,96,100,102,96,103,89,109
C#CC[N+]1(CC#CCCC[N+]2(CC#C)CCCC2)CCCC1,100,114,96,96,100,100,101,92,86
O=C(O)c1cn(C2CC2)c2cc(N3CCN(C(=O)C[n+]4ccc5ccccc5c4)CC3)c(F)cc2c1=O,104,110,101,101,99,100,104,91,102
C(=C\c1nc2ccccc2[nH]1)/c1nc2ccccc2[nH]1,109,88,104,100,98,100,108,86,104
Oc1c(Cl)cccc1-c1ccccc1,97,.,105,103,109,116,105,88,92
CC(=O)c1ccc(NC2CCC(=O)N2)cc1 (stereo not given),101,101,101,97,103,99,105,100,110
COc1cc(/C=N/NC(=S)NNC(=S)NCc2ccccc2)cc(OC)c1OC,102,101,93,98,99,110,100,87,99
